D2 PAM: positive allosteric modulators of human D2 dopamine receptor; AID 485347; potentiation, % at 10 µM; HEK293 T-REx D2, calcium flux, EC20 dopamine potentiation; 340,000 tested, 0.34% active;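 active = potentiation over 3 SD above the plate norm, cut at about 30% in these data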; also: 0% is about no effect
Target sequence (P14416 whole entry, looked up): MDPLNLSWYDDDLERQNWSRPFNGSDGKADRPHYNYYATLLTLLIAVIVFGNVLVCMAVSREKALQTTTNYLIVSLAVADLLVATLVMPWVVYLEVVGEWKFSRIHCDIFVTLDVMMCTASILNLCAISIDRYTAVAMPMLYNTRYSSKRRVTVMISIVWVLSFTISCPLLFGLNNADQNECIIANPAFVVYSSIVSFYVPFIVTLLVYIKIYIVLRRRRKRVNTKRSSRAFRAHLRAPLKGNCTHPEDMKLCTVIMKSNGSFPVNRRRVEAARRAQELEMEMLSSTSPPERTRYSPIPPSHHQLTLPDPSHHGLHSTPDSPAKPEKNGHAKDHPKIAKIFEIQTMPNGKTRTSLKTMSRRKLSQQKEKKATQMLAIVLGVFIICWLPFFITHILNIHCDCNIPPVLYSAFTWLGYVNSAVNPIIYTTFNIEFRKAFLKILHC
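Using a no-wash calcium dye in inducible, force-coupled HEK293 Trex cells expressing D2, we tracked fluorescence each second for 180 s after compound, then for 180 s after EC20 dopamine to detect augmented signalling.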
D1 antagonist: human D1 dopamine receptor antagonism | P21728 | HEK293 TREx D1 cells, calcium flux, dopamine EC80; stronger effect = lower value | activity change, negative = inhibition, % at 10 µM | 360,000 tested, 3.2% active; in the data active = activity change below about -30%; also: % is scaled to controls: 0 for no effect and ±100 for the full control effect
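Allosteric or orthosteric antagonism assessed as attenuation of the calcium response to EC80 dopamine, added 180 s after compound, in induced HEK293 Trex D1 cells loaded with no-wash calcium dye.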
Vif-APOBEC3G blk: inhibitors of Vif-APOBEC3G interaction | Q9HC16 | HeLa A3G-eYFP + Vif (tagged APOBEC3G with the HIV-1 protein that degrades it), YFP fluorescence, overnight | Potency, µM (titrated, usually from 46.1 µM), for inactives: at the highest dose activity, negative = active, usual class: inhibitors | 410,000 tested, 0.076% active | AID 602310;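 also: potency is read from the fitted curve at half-maximal effect; % is scaled to controls: 0 for no effect and ±100 for the full control effect; nearly all actives have a fitted effect of over 60% in size; hits raise eYFP signal because A3G escapes Vif-driven loss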
Target sequence (Q9HC16 whole entry, looked up): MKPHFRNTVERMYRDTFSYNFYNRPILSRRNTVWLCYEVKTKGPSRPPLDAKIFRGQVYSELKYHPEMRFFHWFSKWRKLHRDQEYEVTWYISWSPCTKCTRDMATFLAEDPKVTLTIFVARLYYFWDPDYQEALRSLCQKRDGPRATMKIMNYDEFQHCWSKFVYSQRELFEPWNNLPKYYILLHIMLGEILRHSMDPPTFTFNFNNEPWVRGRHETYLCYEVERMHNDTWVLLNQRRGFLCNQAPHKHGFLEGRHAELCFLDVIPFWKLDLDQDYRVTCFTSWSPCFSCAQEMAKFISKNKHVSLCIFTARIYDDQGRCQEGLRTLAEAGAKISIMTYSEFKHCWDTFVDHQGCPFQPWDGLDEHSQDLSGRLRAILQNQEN
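HeLa cells stably expressing Vif and C-terminally eYFP-tagged A3G, seeded overnight at 37 deg C, then exposed to compound by pintool overnight at 37 deg C. Rise in yellow fluorescence (Ex 488/Em 500-530, Acumen) marks blocked Vif-driven A3G degradation.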
Vif-APOBEC3F blk: inhibitors of Vif-A3F interaction; HeLa A3F-eYFP + Vif (tagged APOBEC3F with the HIV-1 protein that degrades it), YFP fluorescence increase; Potency, µM (doses to about 46.1 µM), for the others: at the top dose activity, negative = active; 390,000 tested, 0.2% active; AID 602313; also: potency is read from the fitted curve at half-maximal effect; % of control where 0% means no effect; nearly all actives have a fitted effect of over 65% in size
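Fluorescence increase (Ex 488/Em 500-530) after overnight compound treatment at 37 deg C flags inhibition of Vif-driven A3F-eYFP loss in stable HeLa A3F-eYFP/Vif cells seeded overnight beforehand.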
RXFP1 ag: RXFP1 (human) receptor agonism; AID 2676; Potency, µM (series often up to 57.5 µM), without a hit: at the highest dose activation, actives largely listed as activators; HEK293T-RXFP1 cAMP TR-FRET, 30 min; response scale: percent of porcine relaxin response, buffer zero; 370,000 tested, 0.3% active; also: potency is read from the fitted curve at half-maximal effect; % is scaled to controls: 0 for no effect and ±100 for the full control effect; nearly all actives have a fitted effect of over 60% in size; many of its hits are not listed in these tables
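Agonist response is measured as cAMP accumulation in an RXFP1-transfected HEK293T line under PDE4 inhibition. Values are scaled between buffer-only and 29 nM porcine relaxin, and EC50s come from standard Hill equation fits.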
D1 PAM: potentiators of human D1 dopamine receptor | HEK293 TREx D1 cells, calcium flux, dopamine EC20 potentiation | 360,000 tested, 0.036% active | potentiation, % at 10 µM; in the data active = potentiation above about 30%; also: 0% is about no effect
LDHA inh: blocks human lactate dehydrogenase A; P00338; purified LDHA, NADH/diaphorase-resazurin fluorescence; stronger effect = lower value; activity change, % (values are at about 110 or 230 µM); 480,000 tested, 0.15% active; AID 1347041; in the data active = activity change below about -30%; inconclusive = mostly about -25% to -30%;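 also: plate controls were DMSO wells for no effect and wells without enzyme for full effect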
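Resorufin fluorescence (ex540/em590), read at 0 and 20 min after diaphorase/resazurin addition, reports the NADH left after a 5 min room-temperature reaction of 2 nM human LDH5 with 0.06 mM NADH and 0.2 mM pyruvate.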
GRP78 ERSR act: ER stress response induction in glioma; U87-MG GRP78 promoter luciferase reporter, 16 h; Potency, µM, for inactives: top-dose activation, usual class: activators; 420,000 tested, 0.02% active; AID 602332; also: potency is read from the fitted curve at half-maximal effect; series mostly up to about 76 µM; % of control where 0% means no effect; nearly all actives have a fitted effect of over 35% in size
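ERSR induction read as luciferase luminescence (Bright-Glo, 10 min at room temperature) in stably transfected human U87-MG glioma cells exposed to compounds for 16 h, using GRP78 as sensor.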
D1 agonist: activates the human D1 dopamine receptor. HEK293 T-REx D1 cells, calcium flux, agonist mode. P21728. AID 504660. 360,000 tested, 1% active. activation, % at 2 µM; in the data active = activation above about 30%; also: 0% is about no effect
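Tetracycline-induced HEK293 TREx D1 cells, force-coupled to calcium signalling, were dye-loaded with a no-wash calcium kit. Compound was pin-added after a 10 s baseline. Fluorescence was read kinetically at 1 cycle/s for 180 s, with calcium rises flagged as agonism.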
Active calls of the source: *; ? = inconclusive; . = not tested or not shown; & = joins results of further samples. Unless noted, calls follow the shape of the dose curve; as a rule, active = well fitted curve in the direction sought with a large enough effect; inconclusive = small, poorly fitted or top-dose-only effect, or another doubt; inactive = no such curve, though single readings can be large; an effect the other way counts as inactive or inconclusive. This is a subset; the hit share may differ from the screen's.

Every second line gives: D2 PAM	D1 antagonist	Vif-APOBEC3G blk	Vif-APOBEC3F blk	RXFP1 ag	D1 PAM	LDHA inh	GRP78 ERSR act	D1 agonist
- COc1ccc(CCN2CNc3c(c(=O)n(C)c(=O)n3C)C2)cc1OC
  2	16	0%	?	9.2%	-2	1	-1%	-1
- COc1ccc(-n2c(SC(CN3CCCCC3)CN3CCCC3=O)nc3ccccc3c2=O)cc1 (centres undefined)
  20	7	-3%	-10%	-0.3%	6	-3	10%	10
- CCN1CCC(N(Cc2ccc3c(c2)OCO3)C(=O)Nc2cc(Cl)ccc2C(=O)OC)CC1
  -19	-9	?	4%	3.5%	-3	5	-6%	49*
- COc1ccc(-c2noc(C3CCCN(S(=O)(=O)c4ccc(C)c(Cl)c4)C3)n2)cc1OC (centres undefined)
  10	-2	0%	4%	0.6%	0	-7	-1%	3
- Cc1ccc(S(=O)(=O)NCc2ccccc2)cc1C(=O)N1CCCCC1
  -1	7	2%	3%	0.7%	2	-4	-3%	6
- C=C1c2cc(C)ccc2NC(=O)N1c1ccccc1
  9	-10	4%	1%	2.1%	-6	-8	1%	3
- COCCNC(=O)CN1C(=O)CSc2cc(S(=O)(=O)N3CCCCCC3)ccc21
  .	.	0%	2%	.	.	-2	-6%	.
- CCOC(=O)N1CCN(Cc2ccc3c(c2)OCO3)CC1
  -31	-16	0%	5%	-2.0%	0	-10	0%	-1
- O=C(Nc1ncc([N+](=O)[O-])s1)c1ccccc1Br
  13	-19	2%	2%	1.3%	-5	-2	-1%	22
- CC(=O)c1cccc(NC(=O)CCS(=O)(=O)c2cccc3nonc23)c1
  -4	15	0%	1%	0.4%	-1	-1	2%	3
- Cc1cc(N2CCC(C(=O)Nc3ccc(Cl)cc3)CC2)n2nc(C)c(-c3ccc(Cl)cc3)c2n1
  1	-14	2%	-6%	7.0%	-4	-9	-3%	1
- COc1ccc(CCNC(=O)COc2cccc(-n3cnnn3)c2)cc1
  -3	10	2%	0%	1.4%	-8	-6	-5%	2
- Cc1ccc(CC(=O)OCC(=O)c2ccc[nH]2)cc1C
  .	.	0%	6%	.	.	-1	5%	.
- CCOc1ccc(-c2nc(C#N)c(NCC3CCCO3)o2)cc1 (centres undefined)
  -1	-10	-7%	-17%	4.3%	5	0	4%	3
- CNCc1cc(Cl)cc(OC)c1OC(C)C
  6	.	-6%	2%	-1.7%	-8	0	0%	-1

Entries of single compounds, quoted from the list. Values in the order: D2 PAM, D1 antagonist, Vif-APOBEC3G blk, Vif-APOBEC3F blk, RXFP1 ag, D1 PAM, LDHA inh, GRP78 ERSR act, D1 agonist
Profile of CCOc1ccc(-c2nc(C#N)c(NCC3CCCO3)o2)cc1 (centres undefined) → -1, -10, -7%, -17%, 4.3%, 5, 0, 4%, 3
Profile of COCCNC(=O)CN1C(=O)CSc2cc(S(=O)(=O)N3CCCCCC3)ccc21 → ., ., 0%, 2%, ., ., -2, -6%, .
Profile of COc1ccc(-n2c(SC(CN3CCCCC3)CN3CCCC3=O)nc3ccccc3c2=O)cc1 (centres undefined) → 20, 7, -3%, -10%, -0.3%, 6, -3, 10%, 10
Profile of COc1ccc(CCN2CNc3c(c(=O)n(C)c(=O)n3C)C2)cc1OC → 2, 16, 0%, ?, 9.2%, -2, 1, -1%, -1
Profile of O=C(Nc1ncc([N+](=O)[O-])s1)c1ccccc1Br → 13, -19, 2%, 2%, 1.3%, -5, -2, -1%, 22

Back to the main list; the 2 compounds before the break are reprinted first.
Every second line gives: D2 PAM	D1 antagonist	Vif-APOBEC3G blk	Vif-APOBEC3F blk	RXFP1 ag	D1 PAM	LDHA inh	GRP78 ERSR act	D1 agonist
- CCOc1ccc(-c2nc(C#N)c(NCC3CCCO3)o2)cc1 (centres undefined)
  -1	-10	-7%	-17%	4.3%	5	0	4%	3
- CNCc1cc(Cl)cc(OC)c1OC(C)C
  6	.	-6%	2%	-1.7%	-8	0	0%	-1
- Cc1cc(C2C(=O)C(C(=O)c3ccc(Cl)cc3)C(=O)CC2(C)C)on1 (centres undefined)
  1	-3	-4%	4%	0.3%	4	-1	0%	-1
- O=C(CSc1nnnn1C1CCCCC1)N1CCN(C(=O)c2ccco2)CC1
  -10	-24	1%	5%	3.0%	-6	1	-1%	16
- Cc1cc(NCCN2CCOCC2)c2ccc3ccccc3c2n1
  4	5	11%	-24%	8.2%	0	2	10%	0
- CC(Nc1nc(C(F)(F)F)nc2ccccc12)c1cccs1 (centres undefined)
  -2	-20	-11%	-25%	2.6%	.	-4	-2%	4
- CC(C)CCNc1cc(=O)n(C)c(=O)n1C
  5	-3	-5%	-10%	3.4%	-14	-8	-1%	1
- O=C(Cn1c(=O)cnc2ccccc21)NNC(=O)c1ccccc1Cl
  -11	-20	-3%	-28%	4.6%	-3	-3	-1%	4
- Cc1nn(Cc2ccccc2)c2sc(C(=O)N3CCN(Cc4ccc5c(c4)OCO5)CC3)cc12
  13	-31*	0%	3%	2.4%	-13	2	-6%	2
- O=c1c(Cc2ccc(F)cc2)c(O)ccn1Cc1ccc(F)cc1
  2	.	3%	7%	-1.3%	2	-3	-2%	-1
- O=C(N/N=C/c1ccc[nH]1)c1ccccc1O
  -14	5	1%	?	1.3%	-5	-1	5%	0
- O=C(Nc1ccnn1C1CCN(C(=O)c2cnsn2)CC1)c1cccc(F)c1
  2	-6	0%	-20%	-3.0%	-2	-5	0%	0
- Cc1nc(-c2cccc(S(=O)(=O)N3CCCCCC3)c2)cs1
  11	.	0%	-3%	1.9%	0	-1	-4%	-1
- CCCCNC(=O)c1ccc(CS(=O)(=O)Cc2ccccc2F)o1
  2	16	1%	1%	0.5%	-1	1	-2%	2
- Cc1ccc(C2C=C(c3ccccc3)Nc3nc(NS(=O)(=O)c4ccccc4)nn32)cc1 (centres undefined)
  6	10	?	?	1.7%	-3	-15	-3%	31*
- Cc1cccc(-c2nnc(SCC#N)n2-c2ccccc2)c1
  6	-16	-3%	.	0.0%	6	-2	-5%	1
- CC(C)(C)c1ccc(C(CC(=O)O)NC(=O)CCCc2ccccc2)cc1 (centres undefined)
  -18	4	2%	?	-1.6%	0	4	-3%	1

(next part)
SMILES | D2 PAM | D1 antagonist | Vif-APOBEC3G blk | Vif-APOBEC3F blk | RXFP1 ag | D1 PAM | LDHA inh | GRP78 ERSR act | D1 agonist
O=C(CSc1nc2ccccc2c(=O)[nH]1)Nc1cccc([N+](=O)[O-])c1 | -19 | 3 | 0% | ? | -1.5% | 1 | 5 | -5% | 4
CCc1ccc2c(COC(=O)CNS(=O)(=O)c3ccc(NC(C)=O)cc3)cc(=O)oc2c1 | -13 | -13 | -9% | 5% | -1.6% | 2 | -2 | -3% | -1
CC(NS(=O)(=O)/C=C/c1ccccc1)C(=O)O (centres undefined) | 6 | -6 | 2% | 7% | 2.7% | -3 | -3 | -2% | 3
Cc1cc(F)ccc1NC(=O)Nc1ccc2c(c1)OCO2 | -14 | 5 | -7% | 2% | -0.4% | 0 | 2 | -1% | 5
O=C(N/N=C/c1ccc[nH]1)c1cccc([N+](=O)[O-])c1 | 0 | -11 | -14% | 15% | 0.7% | -10 | -7 | 4% | 1
CCN(CC)c1ccc(CNCc2cccs2)cc1 | -7 | -2 | -2% | 3% | 0.5% | -2 | 1 | 2% | 17
CCc1nnc(NC(=O)COc2ccc3ccccc3c2)s1 | 5 | 11 | -5% | -7% | 4.9% | . | -1 | -5% | 9
Cc1ccc([N+](=O)[O-])cc1NC(=O)/C=C/C(=O)O | . | 2 | -6% | 8% | 1.9% | -10 | -17 | -4% | 1
Nc1ccc(S(=O)(=O)N2CCCc3ccccc32)cc1 | -2 | -2 | -6% | -7% | -0.6% | 1 | -2 | -2% | 3
N#Cc1ccc(OCc2nnc3n2CCCCC3)cc1 | 21 | 29 | 2% | -7% | -1.3% | 2 | -2 | 1% | 2
CCn1c(NC(=O)C(C)C)c2ccccc2nc1=O | -3 | . | -5% | 2% | -0.5% | -3 | -1 | 0% | 1
Cc1ccc(-n2nnnc2SCC(=O)NNC(=O)c2ccc([N+](=O)[O-])cc2)cc1 | 2 | 5 | 0% | 2% | -0.8% | 1 | -4 | -2% | 0
CCN1/C(=C/c2ccc3cc(C)ccc3[n+]2CC)Sc2ccccc21 | 10 | -9 | -8% | -172% | 26% | -8 | -15 | -11% | 15
CCCn1nc(C(=O)OCC(=O)Nc2ncc(Cl)c(C)c2Cl)c2ccccc2c1=O | 10 | 13 | 0% | -7% | 0.6% | -1 | 4&0 | -4% | 0
CC(=O)Cn1cnc2c(cnn2-c2ccccc2)c1=O | 5 | -39* | -1% | -4% | 0.1% | 4 | 2 | 11% | -2
Cn1ncc(Br)c1NC(=O)c1ccco1 | -1 | -18 | 2% | -2% | -0.9% | -6 | -5 | -4% | 2
CCOc1ccccc1C(=O)NC1CC2CCCC(C1)N2Cc1ccccc1 (centres undefined) | -28 | -14 | 0% | 1% | -2.0% | -16 | 2 | -2% | 1
Cc1ccc(OCC(=O)Nc2ccc(S(=O)(=O)Nc3ccccn3)cc2)cc1C | 12 | -11 | -5% | 3% | ? | -7 | -10 | -3% | 6
COC(=O)c1cc(NC(=S)N2CCN(c3ccccn3)CC2)cc(C(=O)OC)c1 | 4 | -16 | -7% | 1% | -0.7% | -4 | -5 | -2% | 2
Cc1nc(NS(=O)(=O)c2ccc(Cl)s2)c2c3c(sc2n1)CCCC3 | 6 | -17 | -10% | -15% | -1.4% | 5 | -2 | -1% | 8
Cc1ccccc1NC(=S)c1ccc2ccccc2n1 | -10 | 15 | 0% | -8% | -4.8% | 11 | -9 | -1% | 5
COc1ccc(C(=O)N2CCc3ccc(NC(=O)c4ccccn4)cc3C2)cc1F | -4 | -13 | 1% | 0% | 3.8% | -5 | 0 | -1% | 2
Cc1ccc(S(=O)(=O)CCC(=O)NCc2ccccc2Cl)cc1 | 5 | -11 | -7% | 4% | -1.2% | 2 | 1 | 1% | 0

High-throughput results as filed in PubChem BioAssay.
